Bioassay records (PubChem)
Rtt109 HAT inh – inhibitors of C. albicans Rtt109/Vps75 HAT, primary screen, biochemical, ThioGlo CoA-SH fluorescence, plate reader. Histone acetyltransferase RTT109 (Candida albicans (strain SC5314 / ATCC MYA-2876)), …. purified Rtt109/Vps75, 4 h. inhibition, % at 34.9 µM. actives 0.16% (n = 330,000);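 active = inhibition of at least 50% in every replicate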
Target sequence (Q5AAJ8 whole entry, looked up): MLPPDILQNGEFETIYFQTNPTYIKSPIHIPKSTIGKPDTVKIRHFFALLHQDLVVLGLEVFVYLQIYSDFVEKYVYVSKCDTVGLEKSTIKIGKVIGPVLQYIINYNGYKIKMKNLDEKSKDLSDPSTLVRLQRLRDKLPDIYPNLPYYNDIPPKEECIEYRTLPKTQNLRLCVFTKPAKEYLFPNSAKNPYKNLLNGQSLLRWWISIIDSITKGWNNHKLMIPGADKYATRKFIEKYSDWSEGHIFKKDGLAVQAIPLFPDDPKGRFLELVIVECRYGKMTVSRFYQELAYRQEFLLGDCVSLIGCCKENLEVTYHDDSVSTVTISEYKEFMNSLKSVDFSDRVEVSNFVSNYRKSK
HTR5A ag – HTR5A agonists in luminescence cell assay, primary screen, counter-screen for OPRM1-OPRD1 heterodimer agonist project, full-deck HTS. 5-hydroxytryptamine receptor 5A (Homo sapiens), P47898. AID 504692, 2011. cell-based. actives 0.61% (n = 340,000). activation, % at 9.3 µM; in the data active = activation mostly above about 9.5%, no sharp cut-off; inactive = mostly below about 7.6%;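 also: 0% = cells with vehicle only and 100% = reference agonist; strong numbers were not always called active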
Target sequence (P47898 whole entry, looked up): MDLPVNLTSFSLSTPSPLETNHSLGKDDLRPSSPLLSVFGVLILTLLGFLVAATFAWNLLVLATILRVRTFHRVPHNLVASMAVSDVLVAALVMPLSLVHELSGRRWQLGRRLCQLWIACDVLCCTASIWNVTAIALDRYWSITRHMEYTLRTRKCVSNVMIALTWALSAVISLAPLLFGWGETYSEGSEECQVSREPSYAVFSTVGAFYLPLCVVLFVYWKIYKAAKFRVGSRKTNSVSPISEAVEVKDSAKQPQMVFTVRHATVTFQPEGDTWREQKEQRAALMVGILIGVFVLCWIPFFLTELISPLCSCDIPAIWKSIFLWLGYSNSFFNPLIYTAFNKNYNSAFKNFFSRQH
CDK5 inh – inhibitors of human CDK5/p35 kinase, primary screen, biochemical, single concentration | Cyclin-dependent kinase 5 (Homo sapiens) + Cyclin-dependent kinase 5 activator 1 (Homo … | Recombinant CDK5/p35, ADP-Glo luminescence, 60 min | inhibition, % at 10 µM | actives 0.01% (n = 330,000) | AID 488839, 2010;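 active = highest replicate inhibition of at least 50% and at least 75% of replicates reaching 50%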;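 also: plate controls were DMSO neutral control for no effect and GW8510 at 10 µM for full effect; many of its hits are not listed in these tables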
Wnt bcat act – Wnt/beta-catenin pathway activators, primary screen, cell-based, plate reader, single point. Wnt/beta-catenin reporter cell assay, activator. actives 1.2% (n = 300,000). AID 743398, 2014. activation, % at 9.35 µM; in the data active = activation above about 30%, passing the limit was not always enough;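 also: 0% = neutral control wells and 100% = positive control wells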
SR-BI uptake up – activators of SR-BI mediated DiI-HDL uptake, primary screen, ldlA[mSR-BI] CHO cells, DiI fluorescence; 3 h; 100 = double the neutral-control signal; activation, % at 12.5 µM; actives 0.096% (n = 320,000); AID 504775, 2011;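 active = mean replicate activation of at least 60% and every replicate at or above 60%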;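 also: 0% = median plate neutral-control signal and 100% = twice that signal; values of inactives mirror those of a sister screen read the other way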
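Test system: SR-BI-overexpressing, LDLR-lacking CHO cells; Also added: labelled HDL, 10 µg/mL; Measured by: bottom-read cell fluorescence after medium removal, ex 550/em 595 nm; Timing: 3 h uptake period with compound, 37 °C; Buffer or medium: F12, 0.5% BSA, 25 mM HEPES; Doses: single compound concentration, delivered by pin transfer.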
cardiac RTF act – cardiac RTF calcium sensitivity activators, primary screen, biochemical, IANBD-TnC fluorescence, EC20 calcium; actives 0.24% (n = 340,000); IANBD-labeled TnC RTF fluorescence at EC20 calcium; 0% EC20 calcium, 100% full calcium; Troponin I, cardiac muscle (Homo sapiens) + Troponin T, cardiac muscle (Homo sapiens) + …; activation, % at 7.2 µM;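 active = activation above the mean over all tested compounds plus 3 SD, cut at about 30% in these data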;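 also: rise in fluorescence read as greater calcium sensitivity of cardiac thin filaments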
MITF act – activators of MITF-driven TRPM1 promoter reporter, primary screen, cell-based, SK-MEL-5, luciferase, single point; SK-MEL-5 TRPM1-promoter luciferase, 24 h; % of positive control, neutral wells = 0; activation, % at 12.5 µM; actives 0.75% (n = 300,000);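 active = mean activation of at least 80% with every replicate also reaching 80%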;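 also: 0% = neutral control wells and 100% = parthenolide positive control wells; values of inactives mirror those of a sister screen read the other way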
dFosB activator – activators of delta FosB homodimer, primary screen, biochemical, fluorescence polarization, TAMRA-CDK5 oligo, single point; Protein FosB (Mus musculus), P13346; purified delta FosB; percent of positive-control signal above neutral wells; activation, % at 25 µM; actives 0.99% (n = 340,000); AID 493131, 2011;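 active = mean activation above about 17%, with every replicate also reaching it, limit read from the data, passing the limit was not always enough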;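 also: fluorescence polarization rise as delta FosB binds a TAMRA Cdk5 AP-1 oligo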
Target sequence (P13346 whole entry, looked up): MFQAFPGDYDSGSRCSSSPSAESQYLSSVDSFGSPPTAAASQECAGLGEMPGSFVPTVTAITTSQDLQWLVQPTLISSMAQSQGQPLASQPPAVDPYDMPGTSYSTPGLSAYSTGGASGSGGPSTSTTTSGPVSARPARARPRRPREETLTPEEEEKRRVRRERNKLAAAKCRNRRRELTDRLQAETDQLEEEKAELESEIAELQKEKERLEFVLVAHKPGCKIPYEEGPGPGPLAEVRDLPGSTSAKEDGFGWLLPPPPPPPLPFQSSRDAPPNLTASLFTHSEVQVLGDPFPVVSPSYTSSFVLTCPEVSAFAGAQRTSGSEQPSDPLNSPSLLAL
PvdQ inh – P. aeruginosa PvdQ acylase inhibitors, primary screen, biochemical, fluorescence, plate reader and imaging, single point. PvdQ acylase [Pseudomonas aeruginosa LESB58]. purified PvdQ acylase. inhibition, % at 10 µM. actives 0.063% (n = 340,000). AID 488965, 2010; in the data active = inhibition above about 30%, passing the limit was not always enough;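 also: 0% = vehicle neutral wells and 100% = reference inhibitor wells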
SR-BI DiI inh – inhibitors of SR-BI mediated HDL lipid uptake, primary screen, ldlA[mSR-BI] cells, fluorescence, single point; Scavenger receptor class B member 1 (Mus musculus), Q61009; inhibition, % at 12.5 µM; AID 488896, 2010; ldlA[mSR-BI] CHO cells, DiI-HDL uptake fluorescence, 3 h; actives 0.96% (n = 320,000);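 active = mean replicate inhibition of at least 70% and a set share of replicates each scoring 70 or more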;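 also: 0% = median of neutral control wells and 100% = median of positive control wells; values of inactives mirror those of a sister screen read the other way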
* = called active by the depositor; nt = not tested or not shown.

SMILES	Rtt109 HAT inh	HTR5A ag	CDK5 inh	Wnt bcat act	SR-BI uptake up	cardiac RTF act	MITF act	dFosB activator	PvdQ inh	SR-BI DiI inh
COC(=O)c1ccc(NC(=O)c2ccc(CN3CCOCC3)cc2)cc1	3	2	1.1	-5	-27	-8	-17	-7	1	27
O=C(/C=C/c1cccc([N+](=O)[O-])c1)n1cnc2ccccc21	-3	nt	-0.3	-6	-4	nt	-65	-6	-17	4
Cc1ccc(S(=O)(=O)NN2C(=O)/C(=C/c3ccc(C(=O)O)cc3)SC2=S)cc1	3	3	0.9	-1	-9	-1	1	6	12	9
COc1ccc2ccccc2c1-c1csc(N)n1	-11	0	0.4	7	12	0	12	8	-10	-12
COc1ccc(CC(=O)NCc2ccc3c(c2)OCO3)cc1	4	-2	-1.6	nt	13	-1	8	7	-11	-13
COC1CCN(C(=O)c2cc(COc3ccc(-n4cncn4)cc3)on2)CC1	-2	-2	0.7	1	16	5	1	1	-3	-16
Cn1nnnc1SCC(=O)Nc1sccc1C(N)=O	7	1	-0.2	5	12	-3	13	-2	4	-12
Cc1cccc(NC(=S)NC23CN4CN(CN(C4)C2)C3)c1C	6	-2	0.0	5	19	-1	-3	0	-6	-19
COC(=O)COc1cccc(-n2cnnn2)c1	-3	-3	-0.4	nt	-2	-1	nt	-5	-15	2
CC(C)N1CCN(Cc2cccc3nonc23)CC1CCO (configuration not stated)	-8	2	0.8	-1	8	3	-4	-5	-19	-8
CC1CCN(CC(=O)N2c3ccccc3CC2C)CC1 (configuration not stated)	-21	0	0.4	-1	11	5	20	-4	-12	-11
C=CCn1c(=NC(=O)C2CCCCC2)sc2cc(NC(C)=O)ccc21	13	-5	1.8	-3	-37	-5	nt	1	5	29
COc1cccc(-c2nc3ccc([N+](=O)[O-])cc3o2)c1	-4	0	-1.0	12	8	7	54	-11	-19	-8
OCn1c2ccccc2c2ccccc21	7	-3	0.3	0	17	-6	-5	-7	3	-17
CCOc1cc(C2NN=C(c3ccccc3)S2)ccc1OCc1ccc(F)cc1 (configuration not stated)	-5	4	1.1	nt	-58	-1	44	-21	-6	58

Part of the list above, with values under each structure:
Results follow in this order: Rtt109 HAT inh, HTR5A ag, CDK5 inh, Wnt bcat act, SR-BI uptake up, cardiac RTF act, MITF act, dFosB activator, PvdQ inh, SR-BI DiI inh
- COC(=O)c1ccc(NC(=O)c2ccc(CN3CCOCC3)cc2)cc1
→ 3, 2, 1.1, -5, -27, -8, -17, -7, 1, 27
- O=C(/C=C/c1cccc([N+](=O)[O-])c1)n1cnc2ccccc21
→ -3, nt, -0.3, -6, -4, nt, -65, -6, -17, 4
- Cc1ccc(S(=O)(=O)NN2C(=O)/C(=C/c3ccc(C(=O)O)cc3)SC2=S)cc1
→ 3, 3, 0.9, -1, -9, -1, 1, 6, 12, 9
- COc1ccc2ccccc2c1-c1csc(N)n1
→ -11, 0, 0.4, 7, 12, 0, 12, 8, -10, -12
- COc1ccc(CC(=O)NCc2ccc3c(c2)OCO3)cc1
→ 4, -2, -1.6, nt, 13, -1, 8, 7, -11, -13
- COC1CCN(C(=O)c2cc(COc3ccc(-n4cncn4)cc3)on2)CC1
→ -2, -2, 0.7, 1, 16, 5, 1, 1, -3, -16
- Cn1nnnc1SCC(=O)Nc1sccc1C(N)=O
→ 7, 1, -0.2, 5, 12, -3, 13, -2, 4, -12
- Cc1cccc(NC(=S)NC23CN4CN(CN(C4)C2)C3)c1C
→ 6, -2, 0.0, 5, 19, -1, -3, 0, -6, -19
- COC(=O)COc1cccc(-n2cnnn2)c1
→ -3, -3, -0.4, nt, -2, -1, nt, -5, -15, 2
- CC(C)N1CCN(Cc2cccc3nonc23)CC1CCO (configuration not stated)
→ -8, 2, 0.8, -1, 8, 3, -4, -5, -19, -8
- CC1CCN(CC(=O)N2c3ccccc3CC2C)CC1 (configuration not stated)
→ -21, 0, 0.4, -1, 11, 5, 20, -4, -12, -11

Additional records.
SMILES	Rtt109 HAT inh	HTR5A ag	CDK5 inh	Wnt bcat act	SR-BI uptake up	cardiac RTF act	MITF act	dFosB activator	PvdQ inh	SR-BI DiI inh
COc1ccccc1-n1c(SCC(=O)O)nnc1-c1ccc(S(=O)(=O)N2CCCCC2)cc1	1	1	0.8	nt	0	1	-6	-4	3	0
Cc1ccc(S(=O)(=O)N[C@H](C(=O)N2CCC(C(=O)N[C@@H](CC(=O)O)C(=O)O)CC2)C(C)C)cc1	1	4	-0.4	1	6	2	-7	0	-5	-6
CCc1cc2c(SCC(=O)C(C#N)=C3N(C)c4ccccc4N3C)ncnc2s1	7	2	0.4	0	10	-4	nt	-4	6	-10
Cc1nn(-c2ccccc2)c(N)c1C(c1ccccc1)c1c(C)nn(-c2ccccc2)c1N	5	6	-2.1	1	18	-1	-6	-3	-13	-18
O=C(CCCN1C(=O)/C(=C\c2ccccc2)SC1=S)Nc1ccc(O)cc1	18	nt	1.3	-1	14	nt	-16	-1	2	-14
CCOC(=O)C(NC(=O)c1cccc(Cl)c1)(Nc1nnc(C)s1)C(F)(F)F (configuration not stated)	1	-4	-1.2	3	11	5	5	-1	-9	-11
CC1CCCCN1C(=O)c1c([N+](=O)[O-])cnn1C (configuration not stated)	2	0	-1.6	-1	nt	0	-1	-1	-10	-40
c1ccc(CN2CCN(c3nc(N4CCOCC4)c4ccccc4n3)CC2)cc1	11	-1	1.1	-9	-29	-2	8	-5	-6	29
Oc1c(N=NC(=S)Nc2ccccc2F)c2ccccc2n1Cc1ccccc1Cl	-11	-7	-1.9	0	-25	-1	-10	3	-5	25
CC(=O)Nc1cccc(NC(=O)C2CCCN2C(=O)Nc2cccc(F)c2)c1 (configuration not stated)	15	1	-0.3	nt	15	-10	-4	-9	13	-15
COc1ccnc(N=CNOCc2cccc(C(F)(F)F)c2)c1C#N	-5	0	1.9	0	11	4	20	-10	12	-11
COc1cc(Br)c(/C=C/c2ccc3cccc(O)c3n2)cc1OC	-3	-1	1.6	8	nt	3	4	-12	-15	nt
O=C(C1=C[C@@H](c2coc3ccccc3c2=O)C[C@@H](OCCCCO)O1)N1CCN(Cc2ccccc2)CC1	14	6	0.7	1	10	-1	-7	-1	4	-10
O=C1CSC(c2ccccn2)N1c1ccc(Br)cc1 (configuration not stated)	2	-3	-0.1	3	-2	5	-13	-7	7	2
Nc1ccc(CSc2ccc(Cl)cc2)cc1	-8	2	-1.4	-1	-17	-1	9	-2	4	17
Cc1cc(Nc2ccccc2)n(-c2nc3ccccc3[nH]2)n1	1	-2	0.5	-2	-48	-6	2	12	0	48
O=C(CN1C(=O)NC(c2ccccc2)(c2ccccc2)C1=O)N1CCN(c2ccccc2F)CC1	-6	1	-2.0	2	-9	-2	5	-7	-18	9
COc1ccc(NC(=O)N2CCCC2C(=O)NCc2ccc(F)cc2)cc1 (configuration not stated)	0	3	0.7	-1	17	-2	12	-10	-11	-17
O=C(NCCN1CCOCC1)c1csc2c1CCCC2	-2	3	-0.2	-8	-1	2	0	2	-10	1
CCCCCc1c(C)nc(N2CCN(Cc3ccc4c(c3)OCO4)CC2)[nH]c1=O	nt	2	-0.4	0	13	7	-9	-17	-6	-13
Cc1c(C)c2cc(Cl)c(OCc3nn[nH]n3)cc2oc1=O	-10	3	0.7	nt	23	-6	-12	-9	-6	-23
Cc1ccc(-n2ncc(N(C)C)c(Cl)c2=O)cc1	-6	0	0.0	nt	19	-1	6	-2	-1	-19
Cc1nnc(N2C(=O)C(=O)/C(=C(/O)c3ccc4c(c3)OCCO4)C2c2ccc(F)cc2)s1 (configuration not stated)	15	2	0.6	8	-1	-4	23	-3	5	1
COC(=O)c1ccc(NC(=O)CN(C)S(=O)(=O)c2ccc(OC)c(C)c2)cc1	1	1	1.6	nt	-32	-1	-3	-7	-9	32
O=C(/C=C/c1ccco1)NC(=S)Nc1ccc(Cl)cn1	1	-1	-0.7	-1	-1	4	-3	-5	-9	1
C=CCOc1ccc(CN(C)Cc2nc3cc(C(F)(F)F)ccc3c(=O)[nH]2)cc1	-5	-1	0.1	0	13	-7	-2	-8	3	-13
Cc1nc(NCc2ccccc2)sc1C(=O)Nc1ccccc1	-2	-7	-0.9	6	-10	3	54	3	2	10
CCOC(=O)C(C)Sc1ccc2nnc(-c3ccc(F)cc3)n2n1 (configuration not stated)	0	5	2.0	nt	-15	1	-2	-14	-19	15
O=C(COC(=O)C1CCC1)Nc1ccc(Cl)cn1	9	-4	4.9	-1	33	-7	4	-2	5	-33
O=C(c1ccc(Cl)cc1)c1ccc(OCC(O)CN2CCCCC2)cc1 (configuration not stated)	1	0	2.5	-10	-14	1	13	-11	-14	14
Cc1cc(C)c(NS(=O)(=O)c2ccc3c(c2)NC(=O)C(C)C(=O)N3)c(C)c1 (configuration not stated)	23	0	2.2	0	-2	5	nt	-7	12	2
COc1ccc(-n2c(SCC#N)nc3ccccc3c2=O)cc1	-11	-2	1.8	nt	-23	-2	1	4	-5	23
OC1Cc2ccccc2C1Nc1cccc(C(F)(F)F)c1 (configuration not stated)	4	1	0.4	10	-8	-10	-19	2	3	8
Cc1cc(C)cc(OCC(=O)OCC(=O)N(C)CC(=O)Nc2ccc(F)cc2)c1	-2	-9	-0.3	4	-2	-4	2	-5	-11	2
CC(=O)Nc1ccc(S(=O)(=O)N(C)CC(=O)NCCOc2ccccc2)cc1	-4	-5	-2.8	-3	16	2	3	-4	-8	-16
CC1=NN(c2ccccc2)C(=O)/C1=C\c1cn(CCC#N)nc1-c1ccc(Cl)cc1	7	-4	-0.7	-5	-35	-6	-3	-13	-9	35
O=C(NCc1ccccc1C(F)(F)F)C1CC(O)CN1C(=O)Nc1ccccc1 (configuration not stated)	1	-3	-0.4	0	14	-4	nt	4	-18	-14
